# Assay outcomes: PubChem BioAssay, several laboratories
# proKLK7 act = activators of human kallikrein-7 zymogen; P49862; purified proKLK7, EDANS-DABCYL substrate fluorescence; 100% is mature enzyme control, 0% vehicle; activation, % at 7 µM; 370,000 tested, 0.9% active; AID 652039;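 active = activation above the mean of all tested compounds plus 3 SD, computed per campaign excluding outliers beyond control limits, cut at about 13% in these data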
# HGIII-sPLA2 inh = Blocks human group III sPLA2 activity; inhibition, % at 12.2 µM; 370,000 tested, 0.56% active; AID 743126; Q9NZ20; QFRET BODIPY PC-A2 liposome hydrolysis, fluorescence;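 active = inhibition above mean plus 3 SD of compounds lying within the high and low control bounds, cut at about 19% in these data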;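 also: 0% = median of test compound wells and 100% = no enzyme DMSO wells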
# PLC-gamma1 inh = inhibitors of human phospholipase C gamma1 | inhibition, % at 12.2 µM | purified PLC-gamma1, fluorogenic substrate, fluorescence | P19174 | 370,000 tested, 0.84% active; in the data active = inhibition above about 9.5%
# Rev-erbA mod = modulates human Rev-erb alpha binding to DNA; activity, % at 10 µM; P20393; 370,000 tested, 0.79% active; Rev-erbα–FITC-DNA binding, fluorescence polarization, 90 min;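 active = activity above about 14%, limit read from the data; passing the limit was not always enough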;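 also: 0% = DMSO wells with 35 nM protein and 100% = DMSO wells with 750 nM protein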
# Target sequence (P20393 whole entry, looked up): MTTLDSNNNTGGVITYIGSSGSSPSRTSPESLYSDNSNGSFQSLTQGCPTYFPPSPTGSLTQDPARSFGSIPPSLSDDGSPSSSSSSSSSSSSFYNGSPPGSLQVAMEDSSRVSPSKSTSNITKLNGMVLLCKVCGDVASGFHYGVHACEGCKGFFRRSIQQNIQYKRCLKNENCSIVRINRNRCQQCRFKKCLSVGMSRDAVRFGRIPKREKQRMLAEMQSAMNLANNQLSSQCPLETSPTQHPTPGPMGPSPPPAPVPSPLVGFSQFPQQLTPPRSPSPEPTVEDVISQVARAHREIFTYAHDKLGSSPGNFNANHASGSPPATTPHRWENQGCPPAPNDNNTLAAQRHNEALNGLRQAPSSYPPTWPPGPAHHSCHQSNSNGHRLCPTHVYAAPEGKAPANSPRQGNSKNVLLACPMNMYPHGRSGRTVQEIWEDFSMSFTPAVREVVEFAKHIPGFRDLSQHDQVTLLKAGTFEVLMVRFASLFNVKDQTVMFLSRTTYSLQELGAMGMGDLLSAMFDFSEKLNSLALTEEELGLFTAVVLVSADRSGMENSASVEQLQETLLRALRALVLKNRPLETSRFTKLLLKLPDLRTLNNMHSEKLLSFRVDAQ
# PLCb3 inh = PLC-beta3 (human) inhibition, primary screen; inhibition, % at 12.2 µM; AID 720704; Purified PLC-beta3, fluorogenic substrate, fluorescence; 370,000 tested, 0.18% active; Q01970; in the data active = inhibition above about 11%;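 also: 0% = median of compound wells on plate and 100% = full blocker control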
# ASAP1 GAP inh = ASAP1 ArfGAP inhibition; AID 624377; 360,000 tested, 0.19% active; Q9ULH1; ASAP1-stimulated ARF1 GTP hydrolysis, GDP FP detection; inhibition, % at 16.5 µM; in the data active = inhibition above about 25%;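 also: 0% = vehicle with enzyme and substrate and 100% = no enzyme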
# UHRF1 MBD2 ctr = blocks human UHRF1 binding to methylated DNA | Q96T88 | UHRF1 binding to methylated oligo, TR-FRET | inhibition, % at 4.4 µM | 370,000 tested, 0.75% active | AID 687016; in the data active = inhibition above about 21%;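 also: UHRF1 SRA domain binding a hemimethylated CpG hairpin DNA probe; 0% = median of test compound wells and 100% = reference inhibitor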
# DDE Tn7 FP inh = DD(E)-Tn7 binding inhibition, primary FP screen. inhibition, % at 8.3 µM. AID 720508. FP displacement of FITC-Tn7 peptide from fibrin DD(E); 0% = median of compound wells per plate. P02675. 370,000 tested, 0.13% active;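 active = inhibition above the mean of compounds falling within the control limits plus 3 SD of them, cut at about 14% in these data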;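 also: 0% = plate median of compound wells and 100% = 10 µM Aha-Tn7 peptide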
# Target sequence (P02675 whole entry, looked up): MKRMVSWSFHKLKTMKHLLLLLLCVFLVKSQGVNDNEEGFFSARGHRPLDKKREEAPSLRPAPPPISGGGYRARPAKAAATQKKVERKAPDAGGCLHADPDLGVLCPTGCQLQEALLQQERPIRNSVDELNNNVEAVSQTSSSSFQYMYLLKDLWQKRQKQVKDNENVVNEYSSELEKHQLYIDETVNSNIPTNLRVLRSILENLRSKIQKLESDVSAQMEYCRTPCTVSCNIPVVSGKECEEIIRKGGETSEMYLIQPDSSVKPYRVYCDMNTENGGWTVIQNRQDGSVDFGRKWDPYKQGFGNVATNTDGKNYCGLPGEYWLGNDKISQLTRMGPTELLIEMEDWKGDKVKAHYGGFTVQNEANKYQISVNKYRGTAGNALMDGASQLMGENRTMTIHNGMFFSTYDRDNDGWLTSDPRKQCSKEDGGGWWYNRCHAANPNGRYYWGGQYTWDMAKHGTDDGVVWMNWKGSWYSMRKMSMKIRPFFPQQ
#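 Test system – human fibrin DD(E) · Times – 10 min preincubation, 3 h with tracer, room temperature · Detection – fluorescence polarization of the labelled Tn7 tracer · Measure – percent inhibition normalized to high-control wells · Benchmarks – high control wells with 10 µM unlabelled Aha-Tn7 peptide (full inhibition) · Repeats – singlicate testing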
# DDE Tn6 FP inh = DD(E)-Tn6 binding inhibition, primary FP screen; P02675; Fibrin DD(E) TRITC-Tn6 fluorescence polarization displacement; inhibition, % at 8.3 µM; 370,000 tested, 0.21% active; AID 720509;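 active = inhibition above a per-campaign cutoff: mean of compounds within control limits plus 3 SD, cut at about 15% in these data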;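 also: 0% = median of all compound wells on the plate and 100% = blocking peptide control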
# ARFGAP1 inh = inhibits rat ARF GTPase activating protein 1 | Q62848 | AID 651572 | inhibition, % at 16.5 µM | Arfgap1-stimulated ARF1 GTP hydrolysis, GDP FP detection | 360,000 tested, 0.26% active;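 active = inhibition above a per-plate limit, mean inhibition of low control wells plus 3 SD, cut at about 25% in these data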;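 also: 0% = DMSO wells with enzyme and 100% = wells lacking Arfgap1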
#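 Replicates: Single well per compound | Assay system: Truncated rat Arfgap1 GAP domain | Control set: No-Arfgap1 wells (100%) versus DMSO full-reaction wells (0%) | Times: Enzyme reaction 120 min at 25 °C after 20 min preincubation | Reagent: Human ARF1(Δ1-17)-GTP substrate | Measured by: Tracer-displacement fluorescence polarization with EDTA stop, 620/688 nm | Measure: Percent inhibition of Arfgap1-stimulated GTP hydrolysis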
# * marks the source's active call; other numbers are inactive results.
SMILES,proKLK7 act,HGIII-sPLA2 inh,PLC-gamma1 inh,Rev-erbA mod,PLCb3 inh,ASAP1 GAP inh,UHRF1 MBD2 ctr,DDE Tn7 FP inh,DDE Tn6 FP inh,ARFGAP1 inh
Cn1c(=O)n(C)c2cc(NC(=O)COc3ccc(F)cc3F)ccc21,-0.3,2,1,0,-8,14,1,1,-1,3
CCN(CC)c1ccc(NC(=O)Cn2c(C(C)NC(=O)c3ccccc3)nc3ccccc32)cc1 (stereo not given),-0.4,1,0,-1,0,-6,-3,1,7,7
CCCCNC(=O)C1(C)CCCCN1C(=O)c1cncc(Br)c1 (stereo not given),-0.2,10,3,-3,-1,-4,-2,3,2,6
Cc1ccc(F)c([C@H]2C3C=CCC(c4ccccc4)C3C(=O)N2Cc2ccccc2)c1 (stereo not given in full),-0.7,0,2,3,-1,4,1,-2,4,10
NC(=O)C1CCN(C(=O)COc2ccc(S(=O)(=O)NCc3ccccc3)cc2Cl)CC1,0.6,-5,0,-4,-5,-11,-1,2,10,-6
CN1CCN(S(=O)(=O)c2cccc(C(=O)Nc3nc(-c4ccccc4)cs3)c2)CC1,0.4,-17,-10,1,-16,7,-1,-1,-4,-7
Cn1nc(-c2ccccc2)cc1NC(=O)[C@@H]1O[C@H](CO)[C@H](O)[C@H](O)[C@H]1O,-0.3,0,-1,-7,-3,3,-1,-3,1,2
CCOc1ccc(C2c3c(oc4ccccc4c3=O)C(=O)N2c2ccc(C)cn2)cc1OC (stereo not given),0.3,13,-15,7,-19,10,4,-2,4,15
Cc1ccc(NC(=O)c2sc(N)nc2-c2ccccc2)cc1C,0.4,6,-9,1,-13,-4,1,-8,2,9
Cn1c(=O)c([N+](=O)[O-])c(NCC(O)c2ccccc2)c2ccccc21 (stereo not given),-0.2,-2,3,-5,4,5,0,1,6,7
S=c1[nH]nc(-c2ccco2)n1/N=C/c1ccc(Cl)c(Cl)c1,-0.4,11,-3,-4,-1,-3,-5,-2,1,1
Cc1cc(NC(=O)C(C)SCC(=O)Nc2ccc(Br)cc2Br)no1 (stereo not given),0.6,-10,-1,1,-5,7,-3,0,5,-5
Cc1ccc(Nc2nc(N)nc(CN3CCN(C)CC3)n2)cc1,1.0,4,-1,-2,0,-1,1,10,1,-6
CCN(C[C@H]1N[C@@](Cc2ccccc2)(C(=O)OC)[C@H]2C(=O)N(C)C(=O)[C@@H]12)C(=O)Nc1ccc(F)cc1,0.4,2,2,-5,0,-9,2,7,6,-11
CN(C)S(=O)(=O)c1cccc(NC(=O)COc2ccc(C(=O)c3ccccc3)cc2)c1,0.4,-27,-2,-5,-3,10,0,0,-6,5
CC(OC(=O)c1ccc([N+](=O)[O-])o1)C(=O)Nc1nc(-c2ccc(F)c(F)c2)cs1 (stereo not given),0.7,13,0,-1,-8,-2,-1,4,-1,11
CCOC(=O)c1ccccc1NC(=O)c1n[nH]c(=O)c2ccccc12,0.5,3,0,53*,3,4,1,2,4,2
NC(=O)CC(NC(=O)Cc1cccc2ccccc12)c1ccc(NCCc2ccc(F)cc2)c([N+](=O)[O-])c1 (stereo not given),-0.1,4,-1,4,2,-3,4,2,1,-6
O=C(Nc1nnc(C2CC2)s1)C1COc2ccccc2O1 (stereo not given),-0.1,3,1,-1,-4,9,0,4,7,-3
N#Cc1ccc(-c2ccc(F)cc2)nc1Sc1ccc(F)cc1,-0.4,0,2,9,5,-1,-2,3,7,2
O=C(Nc1ccccc1)c1cccc(S(=O)(=O)NC2CCCC2)c1,0.0,0,1,3,-6,15,1,2,-3,6
O=C(NCCc1ccccc1)c1ccnc(/C=N/O)c1,0.1,-5,3,3,3,5,0,-8,-5,-10
Nc1c(C(=O)NC2CC2)c2nc3ccccc3nc2n1-c1ccc2c(c1)OCO2,0.7,-3,-57,-5,-65,7,-2,2,5,4
CCc1c(C)sc(NC(=O)c2cc(-c3cc(OC)ccc3OC)on2)c1C#N,7.5,2,-4,13,-22,-1,7,5,4,-10
CC(=O)c1ccc(NC(=O)C2CCN(S(=O)(=O)c3ccc4c(c3)N(C(C)=O)CCO4)CC2)cc1,0.8,-1,-2,2,-1,-7,0,1,-7,1

# Structures above with bromine:
SMILES,proKLK7 act,HGIII-sPLA2 inh,PLC-gamma1 inh,Rev-erbA mod,PLCb3 inh,ASAP1 GAP inh,UHRF1 MBD2 ctr,DDE Tn7 FP inh,DDE Tn6 FP inh,ARFGAP1 inh
CCCCNC(=O)C1(C)CCCCN1C(=O)c1cncc(Br)c1 (stereo not given),-0.2,10,3,-3,-1,-4,-2,3,2,6
Cc1cc(NC(=O)C(C)SCC(=O)Nc2ccc(Br)cc2Br)no1 (stereo not given),0.6,-10,-1,1,-5,7,-3,0,5,-5

# Carrying on.
SMILES,proKLK7 act,HGIII-sPLA2 inh,PLC-gamma1 inh,Rev-erbA mod,PLCb3 inh,ASAP1 GAP inh,UHRF1 MBD2 ctr,DDE Tn7 FP inh,DDE Tn6 FP inh,ARFGAP1 inh
COc1ccc(-c2cscc2N)cc1,-1.1,8,-7,-1,-11,-2,-2,-2,3,14
CS(=O)(=O)c1ccc(C(=O)Nc2cc(S(C)(=O)=O)ccc2Cl)cc1,0.4,-4,-3,5,-1,-4,1,4,-4,2
Nc1cnn(C2CCCO2)c(=O)n1 (stereo not given),0.4,7,1,5,-1,6,3,-6,-2,8
O=C(COC(=O)c1ccccc1C(=O)c1ccccc1)NCCc1ccc(Cl)cc1Cl,-0.1,-22,-2,1,-2,4,-3,-3,-1,-3
CCOC(=O)c1c(CCl)nc2ccccc2c1-c1ccccc1,6.8,12,-47,7,-74,-3,3,4,-6,8
O=C(Nc1nncs1)c1cc(-c2ccco2)nc2ccccc12,3.0,-17,-79,1,-123,-1,-1,1,-5,-9
COc1ccc(NC(=S)NC2CCCCCC2)c(OC)c1,0.7,10,2,-2,3,2,-2,2,5,6
CC1CC(C)CN(C(=O)C(Cc2ccccc2)n2cccc2)C1 (stereo not given),0.6,-28,3,-2,-3,11,2,0,3,16
CNc1oc(-c2ccc(C)cc2)nc1P(=O)(c1ccccc1)c1ccccc1,-0.2,-1,1,-2,1,1,0,-6,3,-8
O=C(Nc1ccccc1)Nc1ccc(S(=O)(=O)N2CCCCC2)cc1,1.1,-44,3,-2,2,3,-4,-7,-11,19
CC(NC(=O)CNC(=O)c1ccccc1F)c1ccc(-n2ccnc2)cc1 (stereo not given),-0.3,9,3,4,-4,5,1,-6,-7,3
Nc1ccc(N2CCCCC2)c(Cl)c1,-0.7,18,8,-5,3,-3,4,1,-1,11
CCc1ccc(NC(=O)CCn2cccc2)cc1,0.7,-18,-1,-2,1,-12,4,-9,0,-1
COc1cccc(C(=O)C2CCCN(Cc3cccn3-c3ccccn3)C2)c1 (stereo not given),-0.7,-1,1,-4,-1,-6,-3,6,-9,3
Cc1cc(C)c(N=Cc2c(O)n(-c3nccs3)c(=O)c3ccccc23)c(C)c1,0.9,1,-24,-4,-31,3,27*,-3,4,0
CC1(C)OC2C(CO)OC(n3cnc4c(=S)nc[nH]c43)C2O1 (stereo not given),-0.4,2,2,2,-4,-6,2,-1,5,4
COc1ccc(Cl)cc1NC(=O)COc1ccc(S(=O)(=O)N2CCOCC2)cc1C,0.3,10,1,-2,-7,7,-1,4,0,-3
CCOC(=O)C1(C)CCN1C(=O)c1cccc2ccccc12 (stereo not given),-0.6,3,3,-7,-1,2,0,3,-5,-3
CCCS(=O)(=O)NC(=O)C1(C)CCCN(C(=O)c2nc3ccccc3s2)C1 (stereo not given),-0.5,2,4,0,2,6,0,3,5,-9
O=[N+]([O-])c1ccc(Oc2ccc(F)cc2)c2ccncc12,0.0,-2,-3,-3,0,0,-1,1,5,5
CC(=O)c1ccc(C(=O)N2CCCC(Nc3ccc(C(C)C)cc3)C2)s1 (stereo not given),0.2,10,7,-4,5,10,1,1,1,10
CC1CCCCN1CCNC(=O)c1ccc2c(c1)N(Cc1cccc(Cl)c1)C(=O)c1ccccc1S2(=O)=O (stereo not given),0.0,-6,1,-4,0,12,1,0,4,-5
COC(=O)[C@@]12C[C@@H](CC(=O)NCc3cccc(C(F)(F)F)c3)C(=O)N(Cc3ccccc3)C1=CCC(C)(C)C2,-0.6,-1,1,-1,7,2,2,-1,-3,9
COc1cccc(NC(=O)CSc2nnc(-c3ccoc3C)n2-c2ccccc2)c1,-0.2,-15,1,6,1,-3,-3,3,0,5
O=C(CCl)Nc1cccc(Oc2ccccc2)c1,-0.1,-5,0,-3,-8,-8,0,-4,-2,3

# Remaining list, next part
SMILES,proKLK7 act,HGIII-sPLA2 inh,PLC-gamma1 inh,Rev-erbA mod,PLCb3 inh,ASAP1 GAP inh,UHRF1 MBD2 ctr,DDE Tn7 FP inh,DDE Tn6 FP inh,ARFGAP1 inh
COc1ccccc1OCCNC(=O)C1CCN(C(C)=O)CC1,-0.1,4,1,3,-3,-4,3,-3,2,2
CCOP(=O)(OCC)C(Nc1ccccc1)c1cccnc1 (stereo not given),-0.2,1,1,0,-12,-8,0,-5,-3,-6
Cc1ccc(-c2sc(C(=O)NN)c(C)c2C#N)cc1,0.3,24*,-5,8,-14,11,2,-3,-4,17
CCN(CC)C(=O)c1ccc(/C=C/c2c[nH]c3ccccc23)[n+](C)c1,0.2,-37,-62,45*,-81,-2,-175,-41,-7,8
CS(=O)(=O)N(CC(=O)Nc1cc(Cl)ccc1Cl)c1ccccc1Cl,-0.1,-17,1,7,0,12,-1,-3,0,8
Cc1cccc(N(CC(=O)NCC2CCCO2)C(=O)CCC(=O)Nc2nccs2)c1 (stereo not given),0.3,1,0,4,-5,0,-1,-2,3,-14
CC(OC(=O)CNC(=O)c1ccc(F)cc1)C(=O)Nc1ccc(S(=O)(=O)N2CCOCC2)cc1 (stereo not given),0.1,6,6,7,-6,15,-1,2,-13,4
Cc1ccc(Nc2nc(N)c([N+](=O)[O-])c(NCc3ccco3)n2)cc1,0.3,-11,3,-2,2,5,-6,3,-3,8
O=C(CCn1c(=O)sc2ccccc21)Nc1nc2ccccc2s1,0.1,-22,1,1,0,10,0,0,-4,-8
CC(C)(C(=O)N1CCC1(C)C(=O)NS(=O)(=O)c1ccc(Br)cc1)c1ccccc1 (stereo not given),0.0,-13,1,-6,-2,-11,-1,2,8,-7
Cc1[nH]c(SCC(=O)Nc2cc(C(N)=O)cc(C(N)=O)c2)nc1Cc1ccccc1,0.8,13,0,3,-4,4,1,2,7,2
COc1cc2c(cc1OC)C(C(=O)O)C(c1ccc(C)o1)N(C)C2=O (stereo not given),0.6,-4,-10,-2,-8,-8,-4,3,4,6
O=[N+]([O-])c1ccc(-c2nnc(-c3ccccc3)c(NCCCO)n2)cc1,0.9,10,0,-6,0,-2,3,2,5,-9
